High-throughput results deposited in PubChem by National Center for Advancing Translational Sciences (NCATS).
Tb PYK inh: qHTS of Trypanosoma Brucei Inhibitors | actives 0.12% (n = 410,000) | AID 624173, 2012 | TbPYK enzyme, Kinase-Glo Plus ATP luminescence, 45 min | pyruvate kinase (Trypanosoma brucei), Q57TT1 | Potency, µM (highest dose often 76.8 µM), for the others: at the top dose activity, negative = inhibition, hits mostly inhibitors; note: potency is the fitted concentration of half-maximal effect; nearly all actives have a fitted effect of over 50% in size
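Glycolytic pyruvate kinase of T. brucei was incubated with substrate, test compound and 130 uM ADP for 45 minutes at room temperature. Luminescent Kinase-Glo Plus signal was measured after 10 minutes.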
AMA1-RON2 inh: qHTS for Inhibitors of AMA1-RON; Towards Development of Antimalarial Drug Lead: Primary Screen. Plasmodium falciparum AMA1 (3D7) - RON2 peptide interaction. AlphaScreen AMA1-biotinylated RON2 peptide binding. Potency, µM (doses to about 58.2 µM), for inactives: at the top dose activity change, negative = inhibition, hits mostly inhibitors. actives 0.2% (n = 360,000). AID 720542, 2013;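 note: potency is the fitted concentration of half-maximal effect; 0% = vehicle wells and -100% = peptide control; nearly all actives have a fitted effect of over 45% in size; some results filed as inactive show a strong effect at the top dose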
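AMA1 (3D7) with his tag at 25 nM final met compounds first, then biotinylated RON2 peptide at 25 nM; detection used donor plus acceptor beads, 10 µg/mL apiece, read by AlphaScreen after 30 min at room temperature.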
LmPK inh: qHTS Assay for Inhibitors of Leishmania Mexicana Pyruvate Kinase (LmPK) | purified LmPK, Kinase-Glo ATP luminescence, 1 h | Potency, µM (titrated, usually from 57.5 µM), for the others: at the highest dose activity change, negative = inhibition, usual class: inhibitors | actives 0.37% (n = 290,000) | AID 1721, 2009; note: potency is the fitted concentration of half-maximal effect
Target sequence (Q27686 whole entry, looked up): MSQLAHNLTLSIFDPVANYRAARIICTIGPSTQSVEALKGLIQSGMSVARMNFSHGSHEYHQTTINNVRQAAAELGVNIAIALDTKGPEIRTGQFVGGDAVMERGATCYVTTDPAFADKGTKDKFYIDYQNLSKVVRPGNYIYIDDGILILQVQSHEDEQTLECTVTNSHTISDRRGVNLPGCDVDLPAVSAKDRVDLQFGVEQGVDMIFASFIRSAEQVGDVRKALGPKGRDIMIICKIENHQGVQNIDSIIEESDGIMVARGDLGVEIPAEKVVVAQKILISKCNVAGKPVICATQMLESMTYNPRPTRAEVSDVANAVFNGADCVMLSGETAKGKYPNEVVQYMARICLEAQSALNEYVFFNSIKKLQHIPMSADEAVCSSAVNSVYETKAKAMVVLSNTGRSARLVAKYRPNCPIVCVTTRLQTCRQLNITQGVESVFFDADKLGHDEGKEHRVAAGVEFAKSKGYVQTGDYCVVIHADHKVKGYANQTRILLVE
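Screened at intermediate enzyme activity to detect both inhibitors and activators: LmPK at 0.1 nM, with a 0.5 nM enzyme column as activation reference. PEP 0.5 mM, ADP 0.1 mM; ATP detected by luminescence after 1 h.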
HCMV inh: qHTS Assay for inhibitors of the human cytomegalovirus (HCMV) | HFF cells, HCMV-luciferase reporter, 72 h; active compounds read low | activity change, negative = inhibition, % at 57.5 µM | actives 4.5% (n = 410,000); in the data active = activity change below about -60%; inconclusive = no clear call, values can overlap the other calls; inactive = above about -39%
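Compounds were evaluated in HFFs infected with an HCMV luciferase reporter virus (MOI 1 PFU/cell). Luciferase in lysates collected 72 h post infection served as the replication measure.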
AmpC no deterg: qHTS Inhibitors of AmpC Beta-Lactamase (assay without detergent); P00811; actives 0.52% (n = 330,000); Potency, µM (doses to about 57.1 µM), for inactives: at the highest dose activity change, negative = inhibition, actives largely listed as inhibitors; AmpC nitrocefin hydrolysis, absorbance 480 nm, 0.0001% Triton;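 note: potency is the fitted concentration of half-maximal effect; plate controls were no compound for no effect and no enzyme for full effect; nearly all actives have a fitted effect of over 20% in size; some results filed as inactive show a strong effect at the top dose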
Target sequence (P00811 whole entry, looked up): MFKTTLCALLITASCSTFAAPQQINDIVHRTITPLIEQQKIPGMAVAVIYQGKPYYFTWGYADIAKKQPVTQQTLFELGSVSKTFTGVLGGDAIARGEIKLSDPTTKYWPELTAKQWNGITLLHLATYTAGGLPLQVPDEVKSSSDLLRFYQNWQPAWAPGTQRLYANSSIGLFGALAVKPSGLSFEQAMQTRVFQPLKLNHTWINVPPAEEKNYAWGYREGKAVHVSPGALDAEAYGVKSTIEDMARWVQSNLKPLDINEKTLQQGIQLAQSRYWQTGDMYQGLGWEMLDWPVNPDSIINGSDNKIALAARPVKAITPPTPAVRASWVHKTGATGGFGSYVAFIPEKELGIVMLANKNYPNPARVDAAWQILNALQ
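20 mM phosphate pH 7.0 + 0.01% (detergent screen) or 0.0001% Triton X-100; 5.3 nM AmpC reagent; cpd preinc 15 min RT; nitrocefin (800 uM stock) to start; A480 q20 s × 4 min; Activity was normalised to no-enzyme and no-compound control wells.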
AmpC inh detg: qHTS Inhibitors of AmpC Beta-Lactamase (assay with detergent). AID 485294, 2010. P00811. Potency, µM (doses to about 114 µM), for the others: at the highest dose activity change, negative = inhibition, actives largely listed as inhibitors. actives 0.041% (n = 370,000). AmpC hydrolysis of nitrocefin, absorbance 480 nm, 0.01% Triton;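 note: potency is the fitted concentration of half-maximal effect; 0% = no-compound wells and -100% = no-enzyme wells; nearly all actives have a fitted effect of over 25% in size; some results filed as inactive show a strong effect at the top dose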
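20 mM phosphate pH 7.0 + 0.01% (detergent screen) or 0.0001% Triton X-100; 5.3 nM AmpC reagent; cpd preinc 15 min RT; nitrocefin (800 uM stock) to start; A480 q20 s × 4 min; Activity was normalised to no-enzyme and no-compound control wells.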
HCV inh: qHTS Assay for Inhibitors of Hepatitis C Virus (HCV). Huh7.5.1 HCVcc-Cre infection, luciferase reporter, 44 h. Potency, µM (top dose mostly 41.8 µM), for the others: top-dose activity change, negative = inhibition, most hits filed as inhibitors. actives 3.4% (n = 340,000). AID 651820, 2012; note: potency is the fitted concentration of half-maximal effect
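Reporter virus HCVcc-Cre (~0.5 moi) infects cells exposed to compound; seeding density 1,000 cells/well with 4 h settling beforehand. Luminescence, 15 sec read, taken 44 h post-infection following a 15 min RT substrate incubation.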
* = called active by the depositor; ? = inconclusive; nt = not tested or not shown; [ ] = another dose, or the depositor's remark. Unless noted, calls come from the whole dose curve; as a rule, active = well fitted curve in the direction sought with a large enough effect; inconclusive = small, poorly fitted or top-dose-only effect, or another doubt; inactive = no such curve, though single readings can be large; an effect the other way counts as inactive or inconclusive. Unless noted, % is set by controls: 0 for no effect and ±100 for the full control effect.

No.	mol	AmpC no deterg	AmpC inh detg	HCMV inh	HCV inh
1	O=C(/C=C/c1ccccc1)NCCSCc1ccccc1	-8%	?	-15	5%
2	COc1ccc(NC(=S)NCC2CCCO2)c(C)c1 (stereo not drawn)	-17%	?	10	-3%
3	O=C1NC(=O)C(Cc2ccccc2)(c2ccccc2)N1 (stereo not drawn)	nt	nt	-20	1%
4	COC(=O)/C=C1/S/C(=N/N=C/c2ccc(N(C)C)cc2)NC1=O	-18%	-2%	nt	18%
5	CC(NC(=S)NC(=O)c1ccccc1Br)c1ccccc1 (stereo not drawn)	-36%	1%	63	-8%
6	CN(CC(=O)Nc1cccc(F)c1)C(=O)c1ccc2c(c1)OCCO2	-13%	?	11	5%
7	O=C(O)c1cccc(Oc2ccc(C(=O)O)c([N+](=O)[O-])c2)c1	nt	nt	-18	5%
8	COC(=O)C1=C(c2ccccc2)C[C@@H]2CC[C@H]1N2C	-19%	-2%	11	6%
9	COc1ccc(NC(=O)c2cc(-c3ccccc3)oc2C)cc1	-7%	8%	-14	?
10	CC(C)(C)C(=O)c1cn(Cc2ccccc2)c2ccccc12	-32%	5%	-2	-20%

No.	LmPK inh	AMA1-RON2 inh	Tb PYK inh
1	2%	9%	-12%
2	1%	0%	5%
3	nt	0%	4%
4	-11%	nt	nt
5	-2%	78%[activator]	0%
6	nt	3%	-2%
7	nt	-9%	10%
8	nt	4%	-6%
9	0%	-12%	-4%
10	3%	1%	3%

The list continues.
No.	mol	AmpC no deterg	AmpC inh detg	HCMV inh	HCV inh
11	COc1ccccc1Nc1nc2nonc2[nH]c1=O	-56%	-2%	32	-8%
12	N/C(=N\OC(=O)COc1ccc(Cl)cc1Br)c1cccnc1	-23%	?	93	-14%
13	COc1ccc(C(=O)N/N=C(\N)c2cc3ccccc3oc2=O)cc1	-6%	9%	-21	11%
14	CC(=O)c1cccc(NC(=O)CN2CCc3cc4c(cc3C2C)OCCCO4)c1 (stereo not drawn)	19%	-17%	-28	?
15	Cn1c(CC(=O)Nc2ccccc2F)nnc1SCC(=O)Nc1nccs1	-17%	0%	16	5%
16	Oc1ccc(C[C@H]2CN([C@@H](Cc3cccc(O)c3)CN3CCC[C@@H]3CN3C(=S)NC[C@@H]3Cc3ccccc3)C(=S)N2CC2CCCCC2)cc1	nt	nt	-72*	nt
17	COCCN1C2=C(COC(C)(C)C2)C(=S)NC1c1ccccc1 (stereo not drawn)	-3%	0%	6	30%[activator]
18	Cc1nc([N+](=O)[O-])cn1CC(=O)Nc1ccc2c(c1)OCO2	-18%	2%	7	1%
19	CCCCOc1ccc(/C=C/C(=O)OCC(=O)NC(=O)NCC(C)C)cc1OCC	-19%	-16%	-30	15%
20	C/C(=N\N1CCN(c2ccc(Cl)cc2)CC1)c1cccs1	-12%	1%	-27	9%

No.	LmPK inh	AMA1-RON2 inh	Tb PYK inh
11	-8%	-5%	2%
12	-10%	1%	8%
13	6%	46%[activator]	-3%
14	5%	-6%	-10%
15	7%	0%	2%
16	nt	21%	5%
17	2%	-12%	-1%
18	-3%	-4%	-2%
19	1%	3%	?
20	5%	9%	-8%

Next section.
No.	mol	AmpC no deterg	AmpC inh detg	HCMV inh	HCV inh
21	O=S(=O)(N[C@H]1C[C@@H](NS(=O)(=O)OCC(Cl)(Cl)Cl)C2CCCCC21)OCC(Cl)(Cl)Cl (stereo partly drawn)	?	-12%	-31	0%
22	Cn1ccnc1C(O)c1ccccc1 (stereo not drawn)	2%	5%	1	5%
23	CN(CC(=O)Nc1ccc(F)cc1)CC(=O)Nc1ccc(Cl)c(S(=O)(=O)N2CCOCC2)c1	101%[activator]	4%	0	?
24	COc1cc(C2CC(=O)Oc3c(C(CCN4CCCC(C)C4)c4ccc(N(C)C)cc4)c(OC)cc(OC)c32)cc(OC)c1OC (stereo not drawn)	220%[activator]	-3%	16	16%
25	CCOC(=O)C1CCCN(C(=O)C(=O)Nc2ccc3nc4n(c(=O)c3c2)CCCCC4)C1 (stereo not drawn)	30%	-10%	41	?
26	O=c1oc2ccc(Br)cc2cc1-c1nc2ccccc2o1	-15%	-1%	-8	2%
27	Cc1ccc2ncc(C(=O)Nc3ccc(F)cc3F)c(=O)n2c1	nt	26%	7	nt
28	Cc1cc(C)cc(-n2ccn3c(CC(C)(C)CC(=O)O)nnc3c2=O)c1	nt	-6%	-7	nt
29	Cc1cccc(C(=O)N[C@H](C(=O)Nc2ccc3c(c2)OCO3)C(C)C)c1	-22%	nt	-14	5%
30	O=C(Nc1cccnc1)c1ccc2snnc2c1	-22%	?	37	4%

No.	LmPK inh	AMA1-RON2 inh	Tb PYK inh
21	-3%	-2%	-3%
22	-7%	3%	-2%
23	0%	47%[activator]	1%
24	6%	-27%	2%
25	-4%	4%	3%
26	-3%	16%	-2%
27	nt	nt	2%
28	nt	nt	3%
29	nt	3%	-5%
30	1%	-2%	-7%

More structures:
No.	mol	AmpC no deterg	AmpC inh detg	HCMV inh	HCV inh
31	O=C(CCN1CCC(c2ccc(Cl)s2)=N1)c1ccc(Cl)s1	-18%	-4%	-12	10%
32	COc1ccc(NC(=S)N2CCN(C/C=C/c3ccccc3)CC2)c(OC)c1	137%[activator]	-10%	?	-11%
33	COC(=O)c1cccc(NC(=O)CCN2C(=O)NC(C)(C)C2=O)c1	nt	nt	-4	nt
34	O=C1c2cc(O)c(O)cc2OC(c2ccc(O)c(O)c2)C1O (stereo not drawn)	nt	nt	17	11%
35	C[C@H](CO)N1C[C@H](C)[C@@H](CN(C)Cc2ccc3c(c2)OCO3)OCc2cnnn2CCCC1=O	nt	nt	7	nt
36	Cc1ccccc1S(=O)(=O)/N=C(/c1ccccc1)N(C)C	1%	2%	36	13%
37	CCc1cc(-c2n[nH]c(=S)n2-c2ccccc2C)cs1	-33%	-8%	nt	2%
38	CC(=O)N1CCc2c(sc(NC(=O)CN3C(=O)c4ccccc4C3=O)c2C(N)=O)C1	-17%	5%	?	6%
39	O=C(CCNC(=O)c1ccccc1)NCCc1ccc(Cl)cc1	1%	0%	38	12%
40	CC(=O)Nc1sc2c(c1C(c1ccccc1Cl)N1CCN(CCO)CC1)CCCC2 (stereo not drawn)	238%[activator]	0%	-24	11µM*

No.	LmPK inh	AMA1-RON2 inh	Tb PYK inh
31	0%	11%	-3%
32	-2%	-16%	-1%
33	nt	-6%	1%
34	nt	-3%	-19%
35	nt	6%	-2%
36	-3%	7%	-2%
37	28µM*	33%[activator]	?
38	5%	57%[activator]	0%
39	-2%	3%	0%
40	15%	-13%	-2%

Continued:
No.	mol	AmpC no deterg	AmpC inh detg	HCMV inh	HCV inh
41	COc1ccc(Cc2nnc(NC(=O)C(C)(C)C)s2)cc1	1%	-2%	0	5%
42	CCCc1cc(=O)n2[nH]c(NC(=O)c3ccco3)nc2n1	-14%	0%	49	27%
43	O=C(CCc1ccccc1)Nc1nccs1	-16%	-14%	15	4%
44	O=C(Nn1c(-c2ccncc2)nc2ccccc2c1=O)c1ccccc1Br	-22%	7%	-21	20%
45	CCN(CC)S(=O)(=O)c1ccc(C(=O)NC2CN3CCC2CC3)cc1 (stereo not drawn)	-12%	-6%	-35	12%
46	CCN(CC)S(=O)(=O)c1ccc(C(=O)Nc2cc(S(=O)(=O)N3CCOCC3)ccc2O)cc1	-37%	nt	-17	6%
47	CC(NC1CCN(Cc2ccccc2)CC1)c1ccc(F)cc1 (stereo not drawn)	-1%	-4%	-3	?
48	Cn1c(Cn2c(=O)sc3ccccc32)nnc1SCC(=O)N1CCOCC1	-13%	-9%	11	9%
49	O=C(CSc1nc2c(cnn2-c2ccccc2)c(=O)[nH]1)NCC1CCCO1 (stereo not drawn)	-9%	nt	30	-6%
50	CN1C(=O)N2CN(C3CCCCC3)CN3C(=O)N(C)C1C23 (stereo not drawn)	-7%	?	15	4%
51	C=CCn1c(SCCC(=O)O)nc2c1c(=O)n(C)c(=O)n2C	-4%	-4%	1	-12%
52	CCOC(=O)c1c(-c2cccs2)csc1NC(=O)CN1CCOCC1	150%[activator]	-4%	1	?

No.	LmPK inh	AMA1-RON2 inh	Tb PYK inh
41	1%	-6%	-1%
42	-1%	9%	-7%
43	7%	-9%	6%
44	1%	8%	8%
45	-1%	0%	8%
46	nt	-3%	-1%
47	5%	6%	-9%
48	-1%	-1%	-10%
49	nt	-15%	2%
50	8%	-12%	3%
51	4%	-4%	-1%
52	13%	1%	-8%
